# RNase H inhibition = RNase H inhibition, HIV 1 Gag Pol polyprotein, FRET biochemical assay, screening (AID 372). inhibition, % at 10 µM, or IC50 in µM where a hit was titrated. HIV-1 RT RNase H, FRET RNA/DNA substrate fluorescence; higher % means a stronger effect. 0.77% of 100,000 active; in the data active = inhibition above about 50%
# * = called active by the depositor.
SMILES | RNase H inhibition
CC(=O)C1=C(C)Nc2sc(C(N)=O)c(N)c2C1c1cccc(C)c1 (centres undefined) | 11.0%
COc1ccc2c(c1)nc(C)n2Cc1ccccc1 | 13.0%
CC(C)(C)C1=CC=C(C(C)(C)C)C(C)(O)C1=O (centres undefined) | 2.0%
COCCNC(=O)COc1ccc(Cl)cc1Br | 14.0%
COc1ccc(/C=C/C(=O)Nc2ccc(N3CCOCC3)cc2)cc1OC | 0.0%
O=C(Nn1c(=O)c2cc3c(=O)n(NC(=O)c4ccc(O)cc4)c(=O)c3cc2c1=O)c1ccc(O)cc1 | 3.0%
Cc1cc(C)n2nc(C(=O)NCc3ccccc3)c(Br)c2n1 | 2.0%
CC(=O)NC(Cc1ccccc1)C(=O)NC(CC(C)C)C(=O)O (centres undefined) | 0.0%
CN1CCN(C2=NC(=O)/C(=C/c3ccc(Cl)cc3)S2)CC1 | 2.0%
CCOC(=O)c1cccc(NC(=O)c2ccc(C(C)(C)C)cc2)c1 | 12.0%
COc1ccc(C(=O)N/N=C/c2ccncc2)cc1OC | 2.0%
Cc1c(NC(=S)NC(=O)c2ccccc2Br)cccc1-c1nc2ncccc2o1 | 16.0%
Cc1ccc(-c2nc3ccccc3s2)cc1NC(=O)c1ccc(Cl)c([N+](=O)[O-])c1 | 3.0%
CCOC(=O)C1=C(C)N=c2s/c(=C/c3ccc(C(=O)OC)cc3)c(=O)n2C1c1ccccc1OC (centres undefined) | 15.0%
CCC(C(=O)NCc1ccc2c(c1)OCO2)c1ccccc1 (centres undefined) | 4.0%
NC(=O)CCn1c(=S)n(CCC(N)=O)c2ccccc21 | 1.0%
C=CCc1cc(/C=c2\sc3nc4ccccc4n3c2=O)cc(OC)c1OCC(=O)O | 14.0%
O=[N+]([O-])c1ccc(C2Nc3ccc([N+](=O)[O-])cc3C3C=CCC32)cc1 (centres undefined) | 21.0%
O=C(Nc1ccc(F)c([N+](=O)[O-])c1)c1ccc(OCc2ccccc2)cc1 | 3.0%
COc1ccccc1CNCc1cc(OC)c(O)c(OC)c1 | 0.0%
O=[N+]([O-])c1ccc(C=Nc2ccccc2Cl)o1 | 16.0%
O=C(N=Nc1c(O)[nH]c2c(Br)cc(Br)cc12)c1ccccc1O | 25.0%
O=C1C=CC(=O)N1c1ccc(SC(F)F)cc1 | 0.0%
O=c1oc2cc(O)c([N+](=O)[O-])cc2cc1-c1csc(-c2cc3ccccc3oc2=O)n1 | 8.0%

# Taken from above:
# Result of O=C(Nc1ccc(F)c([N+](=O)[O-])c1)c1ccc(OCc2ccccc2)cc1 in RNase H inhibition: 3.0%
# Result of CC(C)(C)C1=CC=C(C(C)(C)C)C(C)(O)C1=O (centres undefined) in RNase H inhibition: 2.0%
# Result of Cc1ccc(-c2nc3ccccc3s2)cc1NC(=O)c1ccc(Cl)c([N+](=O)[O-])c1 in RNase H inhibition: 3.0%
# Result of C=CCc1cc(/C=c2\sc3nc4ccccc4n3c2=O)cc(OC)c1OCC(=O)O in RNase H inhibition: 14.0%
# Result of CC(=O)NC(Cc1ccccc1)C(=O)NC(CC(C)C)C(=O)O (centres undefined) in RNase H inhibition: 0.0%

# Other compounds.
SMILES | RNase H inhibition
Cc1c(Cl)cccc1NC(=O)/C(Cl)=C/c1ccccc1 | 14.0%
CC(=O)c1cccc(NC(=O)CN(c2ccccc2)S(=O)(=O)c2ccccc2[N+](=O)[O-])c1 | 8.0%
COc1ccc(CCNC(=O)C(=O)Nc2cc(C)cc(C)c2)cc1OC | 0.0%
O=C(OCCN(C1=NS(=O)(=O)c2ccccc21)c1ccccc1Cl)c1ccccc1 | 0.0%
COc1ccc(/C=C2/C(=O)NC(=O)N(c3ccccc3F)C2=O)cc1 | 0.0%
COc1cc(C2C(C(=O)OC3CCCCC3)=C(C)NC3=C2C(=O)CC(c2ccc(Cl)cc2)C3)ccc1OC(C)=O (centres undefined) | 5.0%
Nc1c(NCCN2CCCC2)c2ccccc2oc1=O | 9.0%
CCc1cc2c3c(c(=O)oc2cc1O)CCCC3 | 10.0%
O=C(NCCc1ccccc1)C(=O)Nc1cccc(C(F)(F)F)c1 | 5.0%
Cc1n[nH]c(C)c1Sc1ccccc1N=Cc1cc([N+](=O)[O-])cc([N+](=O)[O-])c1O | 8.0%
CCOC(=O)C1=C(C)N=c2s/c(=C\c3cc(OC)c(OC)cc3[N+](=O)[O-])c(=O)n2C1c1cccc(OC)c1 (centres undefined) | 4.0%
CC(C)(C)c1cc(N2C(=O)C(=O)/C(=C(/O)c3ccc(Cl)cc3)C2c2cccc([N+](=O)[O-])c2)no1 (centres undefined) | 9.0%
COc1ccc(/C=N/N=C(N)N)cc1 | 4.0%
Cc1ccc(S(=O)(=O)N(CC(O)Cn2c3ccc(Cl)cc3c3cc(Cl)ccc32)c2ccccc2)cc1 (centres undefined) | 14.0%
O=C(Cc1ccccc1)Nc1ccc(-c2nc3cc(Cl)ccc3o2)cc1 | 22.0%
COc1ccc(C(=O)NC(C)Cc2ccccc2)cc1OC (centres undefined) | 1.0%
CC(=O)c1ccc(N2CCN(C(=O)c3c(F)cccc3F)CC2)c(F)c1 | 11.0%
Cc1ccc(-c2nnc(-c3cccs3)o2)cc1 | 4.0%
Cc1ccc(S(=O)(=O)N2CCN(Cc3ccc(F)cc3)CC2)cc1 | 5.0%
Cc1ccc(S(=O)(=O)N(C)N(C)C2=NS(=O)(=O)c3ccccc32)cc1 | 6.0%
CCOC(=O)c1nnc2cc(-c3ccc(C)cc3)nn2c1C | 11.0%
O=C(CSc1nnnn1-c1ccccc1)NCc1ccccc1 | 0.0%
COc1ccc(OC)c(C(=S)N2CCOCC2)c1 | 11.0%
COc1ccc(CN2CCN(C(=O)c3ccc([N+](=O)[O-])cc3)CC2)c(OC)c1OC | 5.0%
NC(=O)c1c(NC(=O)c2cncc(Br)c2)sc2c1CCCC2 | 16.0%
COc1ccc(C(=O)Nc2cccc(-c3nc4cc(C)ccc4o3)c2)cc1[N+](=O)[O-] | 1.0%
Clc1ccc(/C=N\N2CCN(c3ccc(Cl)cc3)CC2)cc1 | 15.0%
COc1ccc2oc(=O)c(C(=O)Nc3ccccc3F)cc2c1 | 13.0%
COc1ccc(-c2cc(C(=O)Nc3ccc(Br)cc3F)c3ccccc3n2)cc1 | 9.0%
COc1ccc(NC(=O)c2cnn(-c3ccccc3)c2NC(=O)c2ccco2)cc1 | 14.0%
O=C(CSc1nc(O)cc(=O)[nH]1)N1c2ccccc2CCc2ccccc21 | 1.0%
CC(/C=C(\NC(=O)c1ccccc1)C(=O)N/N=C/c1c[nH]c2ccccc12)=C\c1ccccc1 | 27.0%
COc1ccc(-c2nnc(NC(=O)c3ccccc3Br)s2)cc1OC | 5.0%
CCOc1cccc(N2C(=O)/C(=C/c3cn(CC(=O)OC)c4ccccc34)C(=O)NC2=S)c1 | 5.5µM*
OCC1OC(n2cnc3c(=S)nc[nH]c32)C(O)C1O (centres undefined) | 7.0%
Cn1cccc1C=NN1CCN(C2c3ccccc3-c3ccccc32)CC1 | 9.0%
C=CCN1C(=O)/C(=C\c2ccccc2OCCCOc2ccc(Cl)cc2)SC1=S | 19.0%
CCc1ccc(/C=N\N2CCN(c3ccc(C)cc3)CC2)cc1 | 0.0%
Cc1c(NC(=O)c2ccccc2Br)cccc1-c1nc2ccccc2o1 | 9.0%
Cc1ccc(N(CC(=O)N2CCOCC2)S(C)(=O)=O)cc1 | 8.0%
O=C1C(=O)N(c2ccc(Br)cn2)C(c2ccccc2F)/C1=C(/O)c1ccc([N+](=O)[O-])cc1 (centres undefined) | 16.0%
COc1ccc(/C=C\C(=O)Nc2ccc3oc(-c4cccnc4)nc3c2)cc1 | 7.0%
CCc1n[nH]c(=S)n1/N=C/c1ccc(OCc2ccccc2)c(OC)c1 | 10.0%
CCCCCCCCc1nnc(NC(=O)CCC)s1 | 15.0%
Cc1c(C(=O)O)cccc1-n1c(C)ccc1C | 58.0%*
CCn1cc(C(=O)O)c(=O)c2cc(-c3ccco3)ccc21 | 19.0%
COc1ccc(N(CC(=O)Nc2cccc(Cl)c2)S(C)(=O)=O)cc1 | 3.0%
COc1ccc(/C(C)=N/N2C(=O)c3ccccc3C2=O)c(OC)c1 | 9.0%
CCNC(=O)c1ccc(Cl)cc1Cl | 14.0%
O=C1C(=C/C(Br)=C/c2ccccc2)SC(=S)N1Cc1ccccc1 | 14.0%
Cc1cc(C(=O)N/N=C/c2ccccc2OCC(=O)O)n[nH]1 | 4.0%
COc1cc(NC(=O)c2cnn3c2NC(c2cc(OC)c(OC)c(OC)c2)CC3C(F)(F)F)cc([N+](=O)[O-])c1 (centres undefined) | 12.0%
Cc1cc(C)c(S(=O)(=O)n2nc(C)c(Sc3ccccc3)c2C)c(C)c1 | 36.0%
CCOc1ccccc1NC(=O)Cc1ccc(Cl)cc1 | 5.0%
Cc1ccc(C(=O)N2CCN(c3ccc(Cl)cc3)CC2)cc1[N+](=O)[O-] | 19.0%
O=C1c2ccc(-c3nc4ccccc4c(=O)o3)cc2C(=O)N1c1ccccc1I | 14.0%
O=C(CCSc1nc2ccccc2s1)Nc1ccccc1Br | 19.0%
CC1/C(=N\O)CC(c2ccco2)NC1c1ccco1 (centres undefined) | 4.0%
O=C(COc1ccc(Br)cc1)N1CCN(c2ccccn2)CC1 | 21.0%
Cc1cc(-c2ccc(C(C)C)cc2)c(C#N)c(N)n1 | 3.0%

# (next part)
SMILES | RNase H inhibition
COc1cccc(-n2c(O)c(C=Nc3ccc(F)cc3)c(=O)[nH]c2=O)c1 | 0.0%
CSc1nc2c(c(=O)n1C1CCOC(C)(C)C1)C1(CCCCC1)Cc1ccccc1-2 (centres undefined) | 1.0%
C=CCOc1ccc(Cl)cc1/C=C1/SC(=S)NC1=O | 22.0%
CN(C1=NC(=O)/C(=C\C=C\c2ccccc2)S1)c1ccc(O)cc1 | 26.0%
O/N=C1\CCCc2c1nc(-c1cccc(Cl)c1)n2O | 2.0%
COc1cc(C)ccc1OCCCOc1cccc(C(F)(F)F)c1 | 0.0%
CCC(C)C1C(C#N)=C(N)Oc2n[nH]c(-c3ccccc3)c21 (centres undefined) | 15.0%
COC(=O)C1=NN(C(=O)c2ccc(Cl)cc2)C(O)(c2ccccc2)C1 (centres undefined) | 3.0%
COc1cccc(C(=O)/C=C/c2ccc(OC)cc2OC)c1 | 34.0%
COC(=O)CNS(=O)(=O)c1ccc(OC)cc1 | 3.0%
O=C(O)c1ccc2c(c1)C(=O)N(c1ccc([N+](=O)[O-])cn1)C2=O | 8.0%
CCOc1ccc(C(=O)NC(=S)Nc2ccc(OC)c(Cl)c2)cc1Cl | 18.0%
Fc1ccc(N2CC(c3ccc(Cl)cc3Cl)C(c3cccs3)=N2)c(F)c1 (centres undefined) | 2.0%
CCCSc1nnc(NC(=O)/C=C/c2ccccc2)s1 | 5.0%
CCC(CC)C(=O)NCc1ccccc1 | 8.0%
Nc1ccc[n+](CC(=O)c2ccccc2)c1 | 2.0%
O=S(=O)(NCc1ccc(F)cc1)c1ccc2ccccc2c1 | 4.0%
COC(=O)C(Cc1ccc(OC)c([N+](=O)[O-])c1)N=Cc1ccccc1O (centres undefined) | 8.0%
CC(C)CNc1nc(-c2ccccc2)nc2ccccc12 | 21.0%
COc1ccc(OC)c(C=C2C(=O)c3ccccc3C2=O)c1 | 0.0%
CCC(=O)NC(NC(=S)Nc1ccc(Cl)c(Cl)c1)C(Cl)(Cl)Cl (centres undefined) | 22.0%
Cc1ccc(O)c(C(=O)CC(=O)c2cccc(Br)c2)c1 | 6.0%
CCCC(=O)Nc1ccc(Cc2ccc(NC(=O)CCC)c(C(=O)O)c2)cc1C(=O)O | 0.0%
CN1CCC(=NNC(=O)CN(c2ccccc2)S(=O)(=O)c2ccccc2)CC1 | 0.0%

# Among those listed so far, 7 contain a COOH group:
SMILES | RNase H inhibition
CC(=O)NC(Cc1ccccc1)C(=O)NC(CC(C)C)C(=O)O (centres undefined) | 0.0%
C=CCc1cc(/C=c2\sc3nc4ccccc4n3c2=O)cc(OC)c1OCC(=O)O | 14.0%
Cc1c(C(=O)O)cccc1-n1c(C)ccc1C | 58.0%*
CCn1cc(C(=O)O)c(=O)c2cc(-c3ccco3)ccc21 | 19.0%
Cc1cc(C(=O)N/N=C/c2ccccc2OCC(=O)O)n[nH]1 | 4.0%
O=C(O)c1ccc2c(c1)C(=O)N(c1ccc([N+](=O)[O-])cn1)C2=O | 8.0%
CCCC(=O)Nc1ccc(Cc2ccc(NC(=O)CCC)c(C(=O)O)c2)cc1C(=O)O | 0.0%

# Later entries:
SMILES | RNase H inhibition
CC(=O)N/C(=N/c1nc(C)cc(C)n1)Nc1ccc(Cl)c(Cl)c1 | 20.0%
CCOc1cc(C(=O)NC(CC)CC)cc(OCC)c1OCC | 11.0%
Cc1ccc(/C=C2\SC(=S)N(CCC(=O)Nc3cccc(C(=O)O)c3)C2=O)cc1 | 9.0%
COc1ccc(C(NC(=O)c2ccccc2)c2ccc(OC)cc2)cc1 | 7.0%
Cc1ccc(OCC(=O)Nc2ccc(C)cc2Br)c(C)c1 | 10.0%
O=C(NCCOc1ccccc1F)c1ccc(F)c2ccccc12 | 0.0%
O=C(NN=C1CCCCCCCCCCC1)c1cccnc1 | 3.0%
COc1ccc2[nH]c(=O)c3c(c2c1)OC(C)(C)C=C3 | 0.0%
COc1ccccc1C(=O)Nc1ccc(Cl)c(-c2nc3cc(Cl)ccc3o2)c1 | 19.0%
O=S(=O)(NCc1ccco1)c1ccc2c(c1)C(=NO)c1cc(S(=O)(=O)NCc3ccco3)ccc1-2 | 19.0%
Cc1cc(C)cc(N2C(=O)NC(=O)/C(=C\c3ccc([N+](=O)[O-])o3)C2=O)c1 | 18.0%
O=C(Nc1ccc(O)c(-c2nc3ccccc3o2)c1)c1cc2ccccc2o1 | 16.0%
COC(=O)C1=C(C)NC2=C(C(=O)CC(c3ccc(OC)cc3)C2)C1c1cccc(O)c1 (centres undefined) | 19.0%
COc1cc(-c2csc(/C(C#N)=C/Nc3cccc(F)c3)n2)ccc1O | 57.0%*
COc1ccc(C2Nc3ccccc3C(=O)N2Cc2ccco2)cc1COc1ccccc1F (centres undefined) | 22.0%
COc1ccccc1C(=O)Nc1cccc2c1CCCC2 | 4.0%
CC1C(=O)N(c2ccc(Cl)c(Cl)c2)C(=N)N1c1nc(N(C)C)nc(N(C)C)n1 (centres undefined) | 7.0%
Cc1ccc(C)c(NC2=NC3(CCCC3)N=C(N)N2)c1 | 0.0%
COc1ccc(/C=C2/SC(=O)NC2=O)cc1[N+](=O)[O-] | 14.0%
Cc1ccc(/C=C2\N=C(c3ccc(Cl)cc3)OC2=O)cc1 | 12.0%

# High-throughput results as filed in PubChem.

# Some of the compounds tested; count on the stated rates, not on these rows.
